Source: PubChem BioAssay (several laboratories)
AHR act – human AHR activation; AHR-responsive luciferase reporter cells, luminescence; activation, % at 5 µM; 2.5% of 320,000 active; AID 2796; in the data active = activation above about 47%;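 note: 0% = vehicle wells and 100% = reference agonist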
proCasp7 act – counter-screen: procaspase-7 (human) activation. P55210. recombinant procaspase-7, Ac-DEVD-pNA absorbance 405 nm; D23A/D198A/D206A triple mutant, cannot self-cleave; scale: DMSO 0, 5 µM enzyme 100. activation, % at 8.5 µM. 0.093% of 330,000 active;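 active = percent activation above the screen-wide mean plus 3 SD, cut at about 25% in these data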
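Assay system: Uncleavable procaspase-7 mutant enzyme | Input: 2 µM procaspase-7 mutant as dispensed | Timing: 1 h compound preincubation, 2 h substrate cleavage, 25 °C | Repeats: One well per compound | Control set: DMSO wells as 0%, DMSO with 5 µM added PC-7 as 100% | Technique: Epi-absorbance of released pNA at 405 nm, two timepoints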
JMJD2C inh – blocks human GASC-1 demethylase activity | Q9H3R0 | GST-JMJD2C(1-420) H3K9me3 demethylation, DELFIA europium | inhibition, % at 2.35 µM | 0.069% of 330,000 active | AID 2099;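 active = more than half of a compound's replicate wells show inhibition beyond 50%, single wells judged on their own value; inconclusive = some, but no more than half, of replicates pass 50% inhibition; inactive = no replicate passes 50% inhibition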;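 note: signal counts dimethyl H3K9 product captured on neutravidin plate; 0% = median of DMSO wells and 100% = 0.3 times that DMSO median; strong numbers were not always called active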
procasp3 activ – procaspase-3 (human) activation; P42574; recombinant procaspase-3 D3A, Ac-DEVD-pNA absorbance 405 nm; activation, % at 8.5 µM; 0.11% of 330,000 active; AID 463141;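 active = activation above the mean of all tested compounds plus 3 SD, cut at about 21% in these data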;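 note: 0% = DMSO alone and 100% = DMSO wells spiked with extra 5 µM PC-3 D3A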
Target sequence (P42574 whole entry D9A/D28A/D175A): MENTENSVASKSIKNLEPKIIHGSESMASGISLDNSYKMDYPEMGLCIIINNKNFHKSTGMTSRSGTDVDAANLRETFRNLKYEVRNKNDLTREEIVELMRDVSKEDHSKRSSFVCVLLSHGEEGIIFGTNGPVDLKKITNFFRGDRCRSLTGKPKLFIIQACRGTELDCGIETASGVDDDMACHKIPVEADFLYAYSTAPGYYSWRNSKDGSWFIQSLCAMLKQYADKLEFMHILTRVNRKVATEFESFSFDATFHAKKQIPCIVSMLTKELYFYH
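assay system = Procaspase-3 D3A mutant | signal = absorbance at 405 nm, 0 and 120 min | times = 1 h preincubation plus 2 h reaction at 25 °C | repeats = single replicate | read-out = % activation between DMSO and enzyme-spiked controls | medium = Zinc-free HEPES saline buffer with Triton X-100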
CR mimetic SO – caloric restriction mimetics inhibiting age-related superoxide in yeast | S. cerevisiae aged cells, superoxide DHE fluorescence; stronger effect = lower value | superoxide response (% of plate mean), % at 10 µM | 0.18% of 330,000 active | AID 2690;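 active = superoxide response under a set limit, about three screen SD below normal, cut at about 65% in these data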;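 note: yeast aged for seven days with compound at 30 °C before DHE staining; 100% = average MFI of all compound-treated wells on the plate with controls excluded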
An asterisk follows results filed as active; u = inconclusive; x = not tested or not shown. Some of the compounds tested; count on the stated rates, not on these rows.

Short forms: A = AHR act; B = proCasp7 act; C = JMJD2C inh; D = procasp3 activ; E = CR mimetic SO
canonical_smiles: c1ccc(C2=NP(N3CCOCC3)(N3CCOCC3)=NC(N3CCOCC3)=N2)cc1
  A = x; B = x; C = -3; D = x; E = x

canonical_smiles: COc1ccccc1-n1c(-c2ccccc2)nc2ccccc2c1=O
  A = x; B = x; C = 3; D = x; E = x

canonical_smiles: O=c1c2ccccc2nc(/C=C/c2ccc([N+](=O)[O-])o2)n1-c1ccc(O)cc1
  A = x; B = x; C = -11; D = x; E = x

canonical_smiles: CN(C)c1ccc(-[n+]2c(-c3ccccc3)cc(-c3ccccc3)cc2-c2ccccc2)cc1
  A = x; B = x; C = 11; D = x; E = x

canonical_smiles: Cc1ccc(-n2c(/C=C/c3ccccn3)nc3ccccc3c2=O)cc1
  A = x; B = x; C = -16; D = x; E = x

canonical_smiles: O=C1NC(=O)C(=Cc2ccc(-c3cc(Cl)ccc3[N+](=O)[O-])o2)C(=O)N1
  A = x; B = x; C = u; D = x; E = x

canonical_smiles: COC(=O)C(NC(=S)N1CC2C[C@@H](C1)Cn1c2cccc1=O)C(C)C (some centres undefined)
  A = x; B = x; C = 1; D = x; E = x

canonical_smiles: CCCCCCC(N)CC(=O)O (centres undefined)
  A = x; B = x; C = 29; D = x; E = x

canonical_smiles: CN1C(=O)C(=Cc2sc(=O)n(-c3ccccc3)c2N2CCCCC2)C(=O)N(C)C1=O
  A = x; B = x; C = -20; D = x; E = x

canonical_smiles: CN1CCC(N(C)c2nc(-c3ccc([N+](=O)[O-])cc3)nc3ccccc23)CC1
  A = x; B = x; C = -6; D = x; E = x

A section from the list above, as a working copy:
Short forms: A = AHR act; B = proCasp7 act; C = JMJD2C inh; D = procasp3 activ; E = CR mimetic SO
canonical_smiles: O=c1c2ccccc2nc(/C=C/c2ccc([N+](=O)[O-])o2)n1-c1ccc(O)cc1
  A = x; B = x; C = -11; D = x; E = x

canonical_smiles: CN(C)c1ccc(-[n+]2c(-c3ccccc3)cc(-c3ccccc3)cc2-c2ccccc2)cc1
  A = x; B = x; C = 11; D = x; E = x

canonical_smiles: Cc1ccc(-n2c(/C=C/c3ccccn3)nc3ccccc3c2=O)cc1
  A = x; B = x; C = -16; D = x; E = x

canonical_smiles: O=C1NC(=O)C(=Cc2ccc(-c3cc(Cl)ccc3[N+](=O)[O-])o2)C(=O)N1
  A = x; B = x; C = u; D = x; E = x

canonical_smiles: COC(=O)C(NC(=S)N1CC2C[C@@H](C1)Cn1c2cccc1=O)C(C)C (some centres undefined)
  A = x; B = x; C = 1; D = x; E = x

canonical_smiles: CCCCCCC(N)CC(=O)O (centres undefined)
  A = x; B = x; C = 29; D = x; E = x

canonical_smiles: CN1C(=O)C(=Cc2sc(=O)n(-c3ccccc3)c2N2CCCCC2)C(=O)N(C)C1=O
  A = x; B = x; C = -20; D = x; E = x

canonical_smiles: CN1CCC(N(C)c2nc(-c3ccc([N+](=O)[O-])cc3)nc3ccccc23)CC1
  A = x; B = x; C = -6; D = x; E = x

(list continues)
Short forms: A = AHR act; B = proCasp7 act; C = JMJD2C inh; D = procasp3 activ; E = CR mimetic SO
canonical_smiles: CC1=CC(=Cc2sc3ccccc3[n+]2C)C=C(C)O1
  A = x; B = x; C = 10; D = x; E = x

canonical_smiles: O=C(O)CCn1cc(C=C2C(=O)NC(=S)NC2=O)c(-c2cc3ccccc3oc2=O)n1
  A = x; B = x; C = -6; D = x; E = x

canonical_smiles: O=C(O)c1cccc2c1NC(c1cccc([N+](=O)[O-])c1)C1CC(Sc3ccccc3[N+](=O)[O-])C(Cl)C21 (centres undefined)
  A = x; B = x; C = 13; D = x; E = x

canonical_smiles: CCOC(=O)C1(c2ccccc2)Oc2ccccc2C(c2ccc(OC)cc2)=C1C(=O)OC (centres undefined)
  A = x; B = 1; C = x; D = 1; E = 96

canonical_smiles: CCOC(=O)C1=C(C)c2ccccc2OC1(C(=O)OCC)c1ccccc1 (centres undefined)
  A = x; B = 3; C = x; D = -2; E = 93

canonical_smiles: COC(=O)C1=C(c2cc3ccccc3o2)C[C@@H]2CC[C@H]1N2C(=O)N1CCCCC1
  A = 0; B = 6; C = x; D = 17; E = x
